LYP inhibition – inhibitors of LYP phosphatase, biochemical, fluorescence intensity, uHTS (AID 1779); recombinant LYP phosphatase, fluorescence intensity; higher % means a stronger effect; inhibition, % at 11.5 µM, or IC50 in µM where a hit was titrated; 0.054% of 290,000 active; in the data active means inhibition above about 50%;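 further: plate controls were vehicle with enzyme for no effect and no enzyme for full effect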
HIV fusion peptide – cell-free HIV fusion peptide-binding blockers – biochemical, uHTS, fluorescence dequenching, primary screen (AID 1986). cell-free peptide binding, fluorescence dequenching, 30 min; higher % means a stronger effect. inhibition, % at 20 µM; hits with a dose series show IC50 in µM. 0.3% of 290,000 active; in the data active means inhibition mostly above about 52%, no sharp cut-off; inactive means mostly below about 76%; further: some results filed as inactive read as strong as hits
RSV antiviral HEp-2 – RSV antiviral activity via CPE protection, HEp-2 cells, primary 10 µM value included (AID 2391); CPE inhibition, % at 10 µM; hits with a dose series show IC50 in µM; HEp-2 cells, RSV-induced CPE inhibition; higher % means a stronger effect; 0.13% of 310,000 active; in the data active means a potency from the dose series; inconclusive means CPE inhibition mostly from about 23% at the one dose, without a potency; inactive means the rest, 99 in 100 with CPE inhibition below about 21%; further: strong numbers were not always called active
MgcRacGAP inhibition – MgcRacGAP GTPase-activating activity inhibitors, confirmation, biochemical, ADP Hunter fluorescence. MgcRacGAP-stimulated Rac1 GTP hydrolysis, ADP Hunter fluorescence; higher % means a stronger effect; GST-tagged Rac1 F28L mutant substrate. inhibition, % at 30 µM; hits with a dose series show IC50 in µM. 0.6% of 340,000 active. AID 624330;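 active means first-screen hits whose inhibition reached a set limit at any dose in the follow-up dose series; inconclusive means inhibition above the set first-screen limit but never retested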;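 further: fluorescence reports GDP produced by GAP-driven GTP hydrolysis; strong numbers were not always called active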
AID2073 – disruptors of CaV2.2 binding to Mint1 – biochemical, HTRF (AID 2073); HTRF protein-protein interaction, Mint1-CaV2.2; higher % means a stronger effect; inhibition, % at 20 µM; hits with a dose series show IC50 in µM; 0.19% of 290,000 active; in the data active means inhibition mostly above about 51%, no sharp cut-off; inconclusive means no clear call, values can overlap the other calls; inactive means mostly below about 53%; further: some results filed as inactive read as strong as hits
NS5 inhibitors – flavivirus cap methylation enzyme inhibition – biochemical, confirmation dose response, primary screen (AID 588689) | Dengue-2 NS5 methyltransferase capping enzyme assay, biochemical; higher % means a stronger effect | inhibition, % at 25 µM; hits with a dose series show IC50 in µM | 0.3% of 340,000 active; in the data active means a potency from the dose series; inconclusive means inhibition above about 29% without an active follow-up result
Siah-1 displacement – Siah-1 peptide-binding antagonists, primary screen, biochemical, fluorescence polarization, rhodamine-plectin, uHTS (AID 1817). Siah-1 / rhodamine-plectin peptide fluorescence polarization; higher % means a stronger effect. displacement, % at 20 µM, or IC50 in µM where a hit was titrated. 0.02% of 290,000 active;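 active means displacement of at least 50% at 20 µM, with a fluorescence ratio check between 0.3 and a set limit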;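 further: plate controls were Siah plus tracer with DMSO for no effect and tracer alone without Siah for full effect; strong numbers were not always called active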
SV40 large T antigen – SV40 large T antigen inhibitors, biochemical (AID 1903); SV40 large T antigen ATPase/helicase inhibition assay; higher % means a stronger effect; inhibition, % at 20 µM, or IC50 in µM where a hit was titrated; 0.39% of 310,000 active; in the data active means a potency from the dose series; inconclusive means inhibition mostly from about 32% at the one dose, without a potency; inactive means the rest, 99 in 100 with inhibition below about 32%; further: strong numbers were not always called active
XIAP antagonists – XIAP antagonists, biochemical, IAP family, fluorescence polarization (AID 1018); 0.007% of 200,000 active; displacement, % at 20 µM, or IC50 in µM where a hit was titrated; XIAP BIR domain, fluorescence polarization peptide displacement; higher % means a stronger effect; in the data active means displacement above about 50%; further: a part of the inactive calls stands beside numbers as strong as those of hits
NS5 inhibitors pilot replicate – second read-out of NS5 inhibitors, no call of its own (marks repeat the call); inhibition, %; measured here: pilot screen replicate inhibition
Starred values were filed as active, the others as inactive; ? = inconclusive; / = not tested or not shown. An unsorted share of the library (roughly 1.7% active in at least one column).

SMILES | LYP inhibition | HIV fusion peptide | RSV antiviral HEp-2 | MgcRacGAP inhibition | AID2073 | NS5 inhibitors | Siah-1 displacement | SV40 large T antigen | XIAP antagonists | others
O=C1/C(=C/c2cccc([N+](=O)[O-])c2)CSc2ccc(Cl)cc21 | -2% | -1.4% | 1.4% | 6% | -1% | -6% | -6% | 4% | /
Cc1ccccc1C(=O)N1CCC(C(=O)Nc2cc(C(F)(F)F)ccc2N2CCCC2)CC1 | / | / | -1.0% | 3% | / | 4% | / | 11% | /
O=C(NCc1nc2ccccc2[nH]1)C1=C[C@@H](C2CCCCC2)C[C@@H](OCCCCO)O1 | 1% | 2.4% | 5.9% | 2% | 7% | 3% | 0% | 11% | /
C=CCOc1ccc(/C=C2\C(=N)N3N=C(S(=O)(=O)CC)SC3=NC2=O)cc1OC | 5% | 20% | 0.4% | -7% | 11% | -2% | 12% | 9% | 1.3%
Cc1ccc(-c2nnc(N(C)C(=O)c3ccncc3)s2)cn1 | -2% | -2.8% | 1.9% | 7% | -3% | 17% | 4% | 8% | 0.4%
NC(=S)N/N=C/c1cccc(O)c1O | -3% | 3.4% | 2.6% | 32µM* | 9% | -5% | 10% | ? | -6.7%
C/C(CC(=O)NC1CCCC1)=N\NC(=O)c1ccc([N+](=O)[O-])c(Cl)c1 | 0% | -0.1% | -0.4% | 3% | 1% | 5% | 1% | 11% | -5.6%
Brc1ccc(Oc2nnnn2-c2ccccc2)cc1 | -3% | 1.0% | 0.0% | 12% | -3% | 2% | 0% | 4% | -2.8%
CCc1ccc(N2CC(O)=C(c3nc4ccccc4c(=O)[nH]3)C2=N)cc1 | -10% | -1.2% | 0.1% | -2% | 21% | / | 14% | 6% | -9.3%
CCOc1ccc2[nH]c(=O)c(CN(CCc3ccccc3)C(=O)N3CCOCC3)cc2c1 | -3% | -0.9% | -0.3% | 3% | 1% | -2% | -1% | 6% | -4.2%

Structures listed so far that have a nitro group on carbon:
SMILES | LYP inhibition | HIV fusion peptide | RSV antiviral HEp-2 | MgcRacGAP inhibition | AID2073 | NS5 inhibitors | Siah-1 displacement | SV40 large T antigen | XIAP antagonists | others
O=C1/C(=C/c2cccc([N+](=O)[O-])c2)CSc2ccc(Cl)cc21 | -2% | -1.4% | 1.4% | 6% | -1% | -6% | -6% | 4% | /
C/C(CC(=O)NC1CCCC1)=N\NC(=O)c1ccc([N+](=O)[O-])c(Cl)c1 | 0% | -0.1% | -0.4% | 3% | 1% | 5% | 1% | 11% | -5.6%

(continued)
SMILES | LYP inhibition | HIV fusion peptide | RSV antiviral HEp-2 | MgcRacGAP inhibition | AID2073 | NS5 inhibitors | Siah-1 displacement | SV40 large T antigen | XIAP antagonists | others
O=C(/C=C/c1ccccc1)Nc1sc2c(c1C(=O)O)CCC2 | -2% | 9.4% | 26µM* | 6% | -7% | 10% | -4% | 27% | /
CCn1c(-c2ccc(OC)c(OC)c2)n[nH]c1=S | 0% | -1.5% | -1.1% | 5% | -10% | -16% | 4% | 11% | 0.7%
Cc1cc(F)ccc1S(=O)(=O)Nc1ncnc2scc(-c3ccc(F)cc3)c12 | -1% | 40% | 13% | 5% | 6% | 1% | 6% | 6% | -16%
O=C(Nc1ccc(NC(=O)C23CC4CC(CC(C4)C2)C3)cn1)c1ccco1 | 1% | -1.1% | 2.3% | 4% | 6% | 0% | 0% | 5% | -3.2%
Cc1cc(NC(=O)Cn2cnc3c2c(=O)n(C)c(=O)n3C)n(-c2ccccc2)n1 | 3% | 1.2% | 0.7% | 11% | 3% | -5% | 1% | 19% | -4.8%
O=C(O)c1ccc2c(c1)C(=O)N(C(Cc1ccc(O)cc1)C(=O)O)C2=O (configuration not stated) | -4% | 5.0% | 2.3% | 8% | 12% | 2% | -4% | 17% | 0.3% | NS5 inhibitors pilot replicate=4.6
CCc1ccc(CN2CCC(Oc3ccc(C(=O)N4CCCC4)cc3)CC2)cc1 | -5% | -1.7% | -0.1% | 9% | 0% | -3% | 5% | 1% | /
Cc1ccccc1-c1nn(-c2ccc(F)cc2F)cc1CNCC(C)O (configuration not stated) | -7% | 0.7% | 1.2% | 4% | 11% | 3% | 4% | 4% | -3.6%
O=C(COc1ncnc2ccc(Br)cc12)N1CCOCC1 | -2% | -0.3% | 0.8% | 0% | -2% | -9% | 4% | 8% | -3.7%
COc1ccc(C(=O)C2CCCN(C(=O)c3ccc4cc[nH]c4c3)C2)c(C)c1 (configuration not stated) | -7% | 0.3% | 4.4% | 4% | 6% | 1% | 2% | 10% | -7.0%

By substructure: those above with a thiophene ring, fused or not
SMILES | LYP inhibition | HIV fusion peptide | RSV antiviral HEp-2 | MgcRacGAP inhibition | AID2073 | NS5 inhibitors | Siah-1 displacement | SV40 large T antigen | XIAP antagonists | others
O=C(/C=C/c1ccccc1)Nc1sc2c(c1C(=O)O)CCC2 | -2% | 9.4% | 26µM* | 6% | -7% | 10% | -4% | 27% | /
Cc1cc(F)ccc1S(=O)(=O)Nc1ncnc2scc(-c3ccc(F)cc3)c12 | -1% | 40% | 13% | 5% | 6% | 1% | 6% | 6% | -16%

Reprinted at random: 6 entries already listed
SMILES | LYP inhibition | HIV fusion peptide | RSV antiviral HEp-2 | MgcRacGAP inhibition | AID2073 | NS5 inhibitors | Siah-1 displacement | SV40 large T antigen | XIAP antagonists | others
Cc1ccccc1-c1nn(-c2ccc(F)cc2F)cc1CNCC(C)O (configuration not stated) | -7% | 0.7% | 1.2% | 4% | 11% | 3% | 4% | 4% | -3.6%
O=C(O)c1ccc2c(c1)C(=O)N(C(Cc1ccc(O)cc1)C(=O)O)C2=O (configuration not stated) | -4% | 5.0% | 2.3% | 8% | 12% | 2% | -4% | 17% | 0.3% | NS5 inhibitors pilot replicate=4.6
O=C(NCc1nc2ccccc2[nH]1)C1=C[C@@H](C2CCCCC2)C[C@@H](OCCCCO)O1 | 1% | 2.4% | 5.9% | 2% | 7% | 3% | 0% | 11% | /
COc1ccc(C(=O)C2CCCN(C(=O)c3ccc4cc[nH]c4c3)C2)c(C)c1 (configuration not stated) | -7% | 0.3% | 4.4% | 4% | 6% | 1% | 2% | 10% | -7.0%
C/C(CC(=O)NC1CCCC1)=N\NC(=O)c1ccc([N+](=O)[O-])c(Cl)c1 | 0% | -0.1% | -0.4% | 3% | 1% | 5% | 1% | 11% | -5.6%
O=C1/C(=C/c2cccc([N+](=O)[O-])c2)CSc2ccc(Cl)cc21 | -2% | -1.4% | 1.4% | 6% | -1% | -6% | -6% | 4% | /

(continued)
SMILES | LYP inhibition | HIV fusion peptide | RSV antiviral HEp-2 | MgcRacGAP inhibition | AID2073 | NS5 inhibitors | Siah-1 displacement | SV40 large T antigen | XIAP antagonists | others
O=S(=O)(NC1CCCCCC1)c1ccc(Br)s1 | 2% | -0.3% | 5.7% | 0% | 8% | 6% | 8% | 7% | -4.3%
Cc1cccc(C(=O)NCC(=O)NC(C)CCc2ccccc2)c1 (configuration not stated) | -7% | 0.6% | 1.4% | 3% | ? | 3% | 8% | 9% | /
CC(C)C(=O)Nc1ccc(N2CCN(S(C)(=O)=O)CC2)cc1 | -9% | 1.1% | -0.2% | -1% | 39% | -8% | 2% | 10% | -4.3%
O=C(O)c1ccc(NC(=O)c2cn(-c3ccccc3)nc2-c2ccccc2)cc1 | 1% | 7.8% | 0.3% | 4% | 1% | 5% | 3% | 1% | -5.4%
Cc1c(-n2c(SCC(=O)O)nnc2-c2ccccc2Br)c(=O)n(-c2ccccc2)n1C | -5% | -1.2% | 1.4% | 4% | 10% | 0% | 0% | 12% | /
CCN(/N=C/c1ccc(Cl)cc1)c1cc(=O)n(C)c(=O)[nH]1 | 4% | -2.0% | 2.1% | 12% | 2% | -6% | 3% | -5% | -8.3%
CCOC(=O)N1CCN(C(=O)CCn2c(=S)[nH]c3cc(OCC)c(OCC)cc3c2=O)CC1 | -3% | -1.1% | -1.2% | / | -24% | / | -1% | 24% | -2.7%
CCCCOC(=O)Nc1nnc(CCOCC)s1 | -3% | 1.6% | 2.4% | 7% | -7% | -19% | 2% | 7% | 14%
Cc1ccc(-c2c(C#N)c(N)nc3c2CCCC3)s1 | -13% | 0.4% | 2.0% | 6% | 10% | 7% | -5% | 0% | -5.3%
O=C1CSC(c2ccccn2)N1c1ccc2ccccc2c1 (configuration not stated) | 4% | 0.7% | 2.4% | 9% | -6% | -3% | 6% | 1% | -20%
O=c1cc(C(Cl)(Cl)Cl)oc2c1ccc1ccccc12 | -5% | -1.4% | -1.9% | 10% | -12% | 1% | 5% | 25% | -4.2%
Cc1ccccc1-c1cc(C(=O)NCc2cccs2)nn1CC1CC(c2cccc([N+](=O)[O-])c2)=NO1 (configuration not stated) | / | / | 9.2% | 5% | / | -6% | / | 18% | /
COc1ccc(C2CCN(CC(=O)N(C)C)CC2O)cc1 (configuration not stated) | 1% | 0.8% | -0.1% | -14% | -2% | 10% | -2% | 10% | -3.1%
CCCCN(CCCC)c1nc2ccccc2nc1NS(=O)(=O)c1ccc(NC(C)=O)cc1 | -10% | -1.1% | -0.5% | 1% | 8% | -10% | 1% | 9% | -3.2%
Cc1c(NC(=O)CSc2ccccc2C(=O)Nc2cccnc2)c(=O)n(-c2ccccc2)n1C | -7% | 0.5% | 0.6% | 8% | -5% | 0% | 2% | 27% | -3.2%
Cc1ccc2nc(C)c3c(c2c1)SCC3 | -8% | -0.9% | / | / | 17% | / | 64% | 15% | /
COc1ccc(/C=C(/NC(=O)c2ccc(C)cc2)C(=O)N2CCCC2)cc1OC | -4% | 0.0% | 1.8% | 4% | 10% | -4% | 5% | 6% | /
COc1cccc(OC)c1C(=O)Nc1cccc(-n2cnnn2)c1 | -17% | 2.0% | -0.1% | -23% | 6% | 0% | 0% | 6% | /
Cc1cc(C)cc(C(=O)N(CCc2ccccc2)C2=CC3CCC(C2)N3C)c1 (configuration not stated) | -11% | 0.3% | 0.1% | 7% | 3% | -5% | 0% | 7% | -5.5%
COc1ccc(-c2ccc(C3C(C#N)=C(N)Oc4n[nH]c(C)c43)o2)cc1 (configuration not stated) | 2% | 28% | -1.6% | 5% | 15% | -49% | 1% | 25% | -1.5% | NS5 inhibitors pilot replicate=34
CCOc1ccccc1N(CC(=O)NC1CCCCC1)C(=O)c1nsc(Cl)c1Cl | -1% | 13% | 3.8% | 8% | -1% | -9% | 2% | 1% | -7.3%
O=C(COc1ccc(C(=O)Nc2ccc(Cl)cc2)cc1)NCc1ccccc1 | -5% | -1.2% | 6.0% | 8% | 26% | -3% | 2% | -8% | 4.4%
COc1ccc(OCC(=O)Nc2ccc3c(c2)nc(CCn2ccccc2=O)n3C)cc1 | -6% | 1.5% | 0.1% | 4% | 4% | 0% | -4% | 3% | /
COCCn1c(SCC(=O)c2c[nH]c3ccccc23)nnc1-c1ccncc1 | -13% | 1.9% | 2.2% | 7% | 1% | 2% | -6% | -3% | -1.6%

High-throughput results as filed in PubChem.
